Compound activity: PubChem BioAssay, several laboratories
ABHD5-PLIN5 inh – inhibitors of human ABHD5-perilipin-5 interaction; Q00G26+Q8WTS1; Split G. princeps luciferase complementation, luminescence, 4 h; inhibition, % at 4 µM; 0.78% of 360,000 active; AID 602281;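 active = inhibition above the mean inhibition across every tested compound plus 3 SD, cut at about 22% in these data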;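 note: 0% = DMSO only wells and the 100% control is not disclosed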
HTR2A ag – mouse HTR2A agonism via beta-arrestin recruitment; AID 624169; 0.66% of 360,000 active; CHO-K1 mHTR2A beta-arrestin complementation, luminescence; percent of 30 µM serotonin response; P35363; activation, % at 7.6 µM;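 active = activation above a run cutoff, the mean activation of all tested compounds plus 3 SD, cut at about 14% in these data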;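 note: 0% = plate median of compound wells and 100% = 30 µM serotonin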
Target sequence (P35363 whole entry, looked up): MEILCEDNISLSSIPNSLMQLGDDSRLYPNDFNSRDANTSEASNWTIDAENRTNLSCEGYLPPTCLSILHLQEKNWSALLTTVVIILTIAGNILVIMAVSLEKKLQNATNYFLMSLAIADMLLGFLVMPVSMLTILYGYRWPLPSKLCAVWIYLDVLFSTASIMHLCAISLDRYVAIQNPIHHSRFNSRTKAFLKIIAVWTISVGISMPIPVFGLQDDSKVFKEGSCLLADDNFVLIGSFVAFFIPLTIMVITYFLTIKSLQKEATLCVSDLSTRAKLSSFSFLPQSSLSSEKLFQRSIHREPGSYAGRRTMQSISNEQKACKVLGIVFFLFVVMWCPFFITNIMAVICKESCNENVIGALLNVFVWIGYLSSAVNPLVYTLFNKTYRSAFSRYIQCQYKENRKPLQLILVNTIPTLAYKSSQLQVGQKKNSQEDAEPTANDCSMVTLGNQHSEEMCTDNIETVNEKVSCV
MC4R antagonist – human MC4R antagonism in cAMP assay; inhibition, % at 6.5 µM; P32245; MC4R-expressing cells, MTII-stimulated cAMP, LANCE TR-FRET; 0.48% of 360,000 active;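 active = inhibition above its plate's cutoff, the mean of tested wells on that plate plus 3 SD, cut at about 29% in these data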;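 note: 0% = Melanotan II alone and 100% = Melanotan II plus saturating MCL0020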
Target sequence (P32245 whole entry, looked up): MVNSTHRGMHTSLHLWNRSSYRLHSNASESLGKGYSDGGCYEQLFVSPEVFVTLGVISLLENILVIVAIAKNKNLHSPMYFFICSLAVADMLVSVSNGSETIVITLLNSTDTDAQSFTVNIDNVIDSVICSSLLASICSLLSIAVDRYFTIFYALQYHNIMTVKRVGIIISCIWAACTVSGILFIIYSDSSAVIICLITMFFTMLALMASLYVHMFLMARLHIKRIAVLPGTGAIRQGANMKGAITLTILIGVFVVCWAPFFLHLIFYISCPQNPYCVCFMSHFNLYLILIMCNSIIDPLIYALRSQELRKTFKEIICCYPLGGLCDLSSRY
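Assay system: human MC4R-expressing U2OS cells; reagent: Melanotan II stimulation of cells; dosing: 6.5 µM single dose; timing: compound 30 min, challenge 1 h, detection 1 h; signal: TR-FRET cAMP assay; replicates: one well per compound, no replicates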
CaV13 ICDI inh – Disruptors of the CACNA1D IQ motif to Ca2+-dependent inactivation inhibitor domain association, primary screening, Förster resonance energy transfer in intact living …. 0.098% of 340,000 active. inhibition, % at 12.3 µM. HEK cells, CFP/YFP FRET ICDI-IQ, plate reader, 10 min; percent FRET-ratio fall versus neutral wells;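 active = mean replicate inhibition of at least 30% and at least 1% of replicates passing that level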;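 note: 0% = median of the neutral control wells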
Exocytosis inh – lytic granule exocytosis inhibition | TALL-104 LAMP-1 surface exposure, flow cytometry; cells stimulated with thapsigargin and PMA | inhibition, % at 10 µM | 0.66% of 360,000 active | AID 651702;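 active = inhibition above about 55%, limit read from the data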
N-glyco inh – N-linked glycosylation inhibition; AID 588692; reporter increase, % at 12.5 µM; D54 ERlucT glycosylation luciferase reporter, 24 h; percent of 100 nM tunicamycin response; 0.23% of 360,000 active;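 active = mean luciferase reporter signal, scaled so untreated is 0 and the glycosylation-blocking control 100, at or above a set limit in every replicate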;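 note: luciferase carries N-glycosylation sites so blocking glycosylation raises the light; 0% = median of neutral control wells and 100% = median of 100 nM tunicamycin wells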
ABCB6 inh MLPCN – inhibitors of human ABC transporter ABCB6. Q9NP58. fluorescence ratio to DMSO, % at 10 µM. 0.19% of 360,000 active. AID 602162. K562-ABCB6 porphyrin accumulation, flow cytometry, 1 h; hits give low values;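 active = fluorescence ratio to DMSO below 75%, the collection mean minus 3 SD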;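 note: signal is porphyrin accumulated inside mitochondria; 100% equals median channel fluorescence of DMSO control wells; lower ratio means ABCB6 inhibition with less porphyrin fluorescence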
PDI inh – inhibitors of human protein disulfide isomerase. P07237. inhibition, % at 10 µM. 0.052% of 350,000 active. PDI insulin aggregation turbidity, A650, 90 min;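 active = mean inhibition across replicates of 30% or more, whatever share of single replicates reach that level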;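 note: absorbance from insulin aggregation driven by PDI reduction with DTT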
MC4R barr agon – human MC4R agonism via beta-arrestin | U2OS MC4R beta-arrestin complementation, luminescence; percent of melanotan II response, DMSO zero | 0.98% of 360,000 active | activation, % at 8.9 µM;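 active = activation above a per-plate cutoff, the mean activation of sample wells on that plate plus 3 SD, cut at about 8% in these data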
H9c2 protect – protects H9c2 cardiomyocytes from peroxide injury; H2O2 injury protection, ATPLite, 2 h; protection from H2O2 cell death, % at 20 µM; 0.63% of 360,000 active;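 active = compounds giving at least 50% protection of heart cells from peroxide-induced death in the single-dose screen, raw or plate-pattern-corrected value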;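 note: 0% = DMSO wells with peroxide and 100% = DMSO wells without peroxide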
* hit, by the source's call; x = not tested or not shown; & = joins results of further samples.

SMILES | ABHD5-PLIN5 inh | HTR2A ag | MC4R antagonist | CaV13 ICDI inh | Exocytosis inh | N-glyco inh | ABCB6 inh MLPCN | PDI inh | MC4R barr agon | H9c2 protect
Clc1ccc(Cn2c(-c3cccnc3Cl)nc3ccccc32)cc1 | 9 | 0 | 8 | x | 0 | -1 | 97 | -4 | -1.6 | -5
O=C1CCC(=O)N1OCCOc1ccc(Cl)c2ccccc12 | 2 | -5 | 6 | -4 | -2 | 0 | 101 | -6 | -2.0 | 2
Cc1cc(C)n(-c2nc(NCC(C)O)c3c4c(sc3n2)CCCC4)n1 (centres undefined) | -1 | 5 | 8 | -1 | 9 | 2 | 101 | -5 | -2.3 | 0
Cc1ccc(C(=O)OCC(=O)N2CC(=O)Nc3ccccc32)s1 | 1 | 6 | -2 | -5 | 3 | 3 | 96 | 9 | -2.2 | 1
CSc1nnc2n(-c3ccccc3)c(=O)c3c4c(sc3n12)CCC4 | 5 | 2 | 9 | 0 | -1 | 5 | 99 | -8 | -0.7 | 12
O=C(OCC1COC(c2ccccc2)(c2ccccc2)O1)c1ccccc1 (centres undefined) | 1 | -2 | 18 | -6 | 1 | 1 | 98 | 0 | 1.3 | -14
CCC(C)C1/C=C\CC(NC(=O)OCC2c3ccccc3-c3ccccc32)CC(=O)N1Cc1ccccc1 (centres undefined) | -6 | -2 | 20 | x | -2 | -7 | 99 | -6 | 2.4 | -12
CCOc1ccc(N(CC(=O)NCc2ccco2)S(C)(=O)=O)cc1 | 0 | 7 | 1 | x | 7 | -3 | 103 | -2 | 0.0 | 9
O=C(COc1ncnc2sccc12)NC1CCCCC1 | -1 | -2 | 1 | -6 | -5 | 0 | 101 | -3 | -1.1 | -6
Cc1cc(C)nc(/N=C(\N)N(Cc2ccccc2)Cc2ccccc2)n1 | 7 | -7 | 5 | -3 | 6 | -3 | 98 | -1 | -2.2 | -19
CCn1ncc(Br)c1C(=O)Nc1ccc(Cl)cn1 | 4 | 1 | 7 | -5 | -4 | -1 | 98 | 4 | -2.1 | 1
CCOC(=O)C1CCCN(CC(=O)Nc2ccc(C(=O)Nc3ccccc3OC)cc2)C1 (centres undefined) | -5 | -10 | 1 | -6 | -3 | -9 | 104 | -7 | -1.9 | 0
O=C(COC(=O)c1ccc([N+](=O)[O-])s1)c1ccc[nH]1 | 8 | 1 | -4 | -2 | 8 | -1 | 95 | -3 | -0.6 | 20
COc1ccc(N2CCN(C(=O)c3ccc(C)c(NC(=O)c4ccco4)c3)CC2)cc1 | -2 | -1 | 13 | x | -5 | 0 | 97 | 0 | -3.6 | -3
O=C(Cn1ccc2ccccc2c1=O)NCCC(=O)N1CCN(c2cccc(C(F)(F)F)c2)CC1 | 5 | -3 | 6 | -5 | -2 | 1 | 89 | 17 | -1.3 | -2
CCOc1cc(N2CCOCC2)c(OCC)cc1NC(=O)CSc1ncccn1 | -13 | -4 | 13 | -6 | 1 | 5 | 96 | -4 | -2.5 | -1
O=C1C=C(N2CCOCC2)c2ccccc2C1=O | -17 | 6 | -25 | -23 | -12 | -21 | 150 | 2 | 0.5 | -17
O=C(O)Cc1csc(-c2cccc(Oc3ccccc3)c2)n1 | -6&-3 | 2&5 | -1&0 | -4&1 | -3&-3 | -1&-1 | 98&97 | 12&6 | -1.1&-0.8 | -6&-5
CC(C(=O)N1CCCCC1)N(C)CC(=O)Nc1ccc(F)c(F)c1F (centres undefined) | 3 | -3 | 3 | -5 | 4 | 4 | 98 | 2 | -1.9 | 3
CCc1ccc(-c2cc(C)no2)cc1S(=O)(=O)NCCc1ccc(S(N)(=O)=O)cc1 | -3 | -10 | 8 | -4 | -2 | 0 | 98 | 0 | 3.6 | -7
CN(C)S(=O)(=O)c1ccc(C(=O)NCC2(N3CCCCC3)CCCCC2)cc1 | 0 | -4 | -6 | -3 | -2 | -6 | 98 | 7 | 0.2 | 3
CC(C)NC(=O)C(=O)NCCN1CCN(S(=O)(=O)c2ccc(Cl)cc2)CC1 | -2 | -3 | 8 | -7 | -1 | 3 | 100 | -1 | 1.0 | 0
O=C(OCCCc1cc2ccccc2c(=O)o1)c1ccc(F)cc1 | -2 | -6 | 15 | -11 | 1 | -3 | 101 | -2 | 1.4 | -8
CC1CCN(C(=O)C(=O)c2cn(CC(=O)N3CCCCCC3)c3ccccc23)CC1 | -7 | -6 | 15 | -6 | -1 | 1 | 116 | 4 | -3.5 | -3
COc1cccc(C(=O)COC(=O)CCCC(=O)NC2CCCCC2)c1 | 4 | 0 | -3 | -6 | 0 | 0 | 98 | -8 | -2.5 | -3

Other records
SMILES | ABHD5-PLIN5 inh | HTR2A ag | MC4R antagonist | CaV13 ICDI inh | Exocytosis inh | N-glyco inh | ABCB6 inh MLPCN | PDI inh | MC4R barr agon | H9c2 protect
Cc1ccc(N(C(=O)CCC(=O)Nc2cc(C)on2)C(C(=O)NC2CCCC2)c2cccs2)cc1 (centres undefined) | -1 | 1 | 16 | -5 | -2 | 0 | 94 | -2 | -0.3 | 7
OCCCNc1nc(-c2ccc(Cl)cc2)nc2ccccc12 | 2 | -3 | 3 | -4 | 19 | 0 | 92 | -6 | -2.5 | -2
O=C(Nc1ccccc1C(=O)N1CCCCCC1)c1ccc(Cl)cc1 | 0 | -2 | 19 | -1 | -2 | 1 | 103 | 1 | -1.6 | -1
CCn1c2c(c3cc(OCC(C)C)ccc31)CCCC2=O | 0 | -5 | 6 | -8 | 58* | -4 | 91 | -3 | 2.5 | -11
COc1ccc(OC)c(S(=O)(=O)N(C)CC(=O)N2CCN(c3ccccc3)CC2)c1 | -2 | -5 | 1 | x | -4 | -6 | 107 | -2 | -2.0 | 2
O=C(NCc1cccnc1)C(=O)N/N=C/c1ccccc1[N+](=O)[O-] | 5 | 2 | -1 | 7 | -1 | 1 | 90 | 7 | -2.6 | 1
COc1cc(-c2nc3n(n2)C(c2cccc(OC)c2OC)C2=C(CCCC2=O)N3)cc(OC)c1OC (centres undefined) | 1 | 0 | -4 | -4 | 0 | 4 | 102 | -2 | -2.5 | 8
Cc1cc(C)c2cc(C(=O)N3CCc4ccccc4C3)[nH]c2c1 | -5 | -7 | -2 | -4 | 3 | 3 | 96 | 7 | -1.1 | 2
O=C(NNC(=S)NCc1ccccc1)c1ccc(OC(F)F)cc1 | -3 | -3 | 15 | -2 | -3 | 2 | 101 | 3 | 1.1 | -4
CCc1cc(=O)oc2c(C)c(OC(C)C(=O)NCC3CCC(C(=O)O)CC3)ccc12 (centres undefined) | 5 | 3 | 6 | x | -2 | 0 | 100 | x | -1.1 | -1
Nc1c(C(=O)c2ccc(Br)cc2)oc2ccccc12 | -4 | -1 | 0 | -3 | 6 | 2 | 100 | -3 | 1.8 | -3
CCn1nc(C)c(CN2CCC(n3nccc3NC(=O)CCCc3ccccc3)CC2)c1C | 2 | -3 | 0 | -6 | -4 | 0 | 99 | 7 | 0.0 | -3
O=C(Cn1cc(C(F)(F)F)ccc1=O)OCC(=O)c1ccc[nH]1 | 9 | 0 | 4 | -6 | 24 | 1 | 100 | 12 | 1.0 | 7
CCS(=O)(=O)N1CCC(C(=O)Oc2ccccc2OC)CC1 | -8 | 2 | 4 | -3 | -4 | 2 | 100 | -3 | 0.2 | 1
Cc1ccc(C(=O)N[C@H](C(=O)NC2CCCCCCC2)C(C)C)cc1 | -2 | -1 | 2 | -2 | -3 | 0 | 98 | 4 | -1.4 | 6
COC(=O)c1cc(C(=O)OCC(=O)NCc2ccc3c(c2)OCO3)cc([N+](=O)[O-])c1 | 6 | 5 | 4 | -5 | 4 | 1 | 98 | 12 | -1.8 | 5
C=CCNC(=O)NC(=S)c1ccccc1 | 5 | 1 | 3 | -8 | -1 | 2 | 98 | 7 | -0.5 | 10
CCN(CC)CCCNC(=O)CCn1nc(-c2ccccc2)ccc1=O | 1 | 2 | 1 | -17 | -3 | 2 | 100 | 5 | -1.8 | -2
CN(C)C(=O)NC1CCCCCCCCCCC1 | -4 | -4 | -2 | x | 1 | 1 | 102 | -2 | -2.1 | 7
COc1cc(/C=N/Nc2nn3cnnc3c3ccccc23)ccc1O | -2 | -7 | -28 | -5 | -5 | 0 | 94 | -2 | -1.1 | -14
C=CC[n+]1c(-c2ccc(OC)cc2)csc1NNC(=O)Nc1ccccc1 | -2 | -2 | 7 | -9 | -6 | -5 | 99 | 3 | 1.2 | -23
Cn1c(C(=O)NCCN2CCOCC2)cc2sccc21 | 5 | 4 | 6 | -8 | -4 | 1 | 100 | -4 | -1.2 | 6
CCOc1ccc(-c2cc(CCCC(=O)NCCc3ccccc3)no2)cc1 | -2 | 12 | 2 | x | 0 | -3 | 97 | -1 | 2.6 | -11
COC(=O)c1ccc(N(C(=O)CNC(=O)c2ccco2)C(C(=O)NC2CCCC2)c2ccco2)cc1 (centres undefined) | -2 | -2 | 7 | -5 | 3 | 2 | 93 | 6 | -0.9 | 1
NC(=O)C(CCCCN1CCCCC1)(c1ccccc1)c1ccccc1 | -3 | 5 | 5 | -16 | 24 | -2 | 93 | 3 | 0.4 | 4

Continuation.
SMILES | ABHD5-PLIN5 inh | HTR2A ag | MC4R antagonist | CaV13 ICDI inh | Exocytosis inh | N-glyco inh | ABCB6 inh MLPCN | PDI inh | MC4R barr agon | H9c2 protect
Cc1cccc(-n2ccnc2SCC(=O)Nc2nccs2)c1C | 10 | -2 | 15 | -1 | 0 | -1 | 90 | -5 | -0.3 | -12
COc1ccc(OCC(=O)NNC(=O)C(=O)Nc2ccccc2)cc1 | 2 | 9 | 6 | -2 | -2 | 1 | 98 | 3 | -1.9 | 13
COc1ccc(-n2cnc3cc(NCc4ccccn4)ccc32)cc1 | -8 | -6 | 7 | -8 | -4 | -2 | 98 | 4 | 0.1 | 5
CC1(C)C[C@H](O)[C@]2(CO)CC[C@]3(C)C(=CCC4[C@@]5(C)CC[C@H](O)C(C)(C)C5CC[C@]43C)[C@@H]2C1 (some centres undefined) | -2 | -1 | 2 | x | 5 | -5 | 101 | x | -0.5 | 3
CCn1c(COc2cccc(C)c2C)nnc1SCC(=O)Nc1cc(C)on1 | -2 | -3 | -4 | -4 | 1 | 0 | 96 | 7 | -2.5 | 2
N/C(=N\S(=O)(=O)c1cc(C(F)(F)F)cc(C(F)(F)F)c1)c1cccs1 | -5 | 32* | -2 | -4 | -3 | -3 | 96 | -1 | 2.5 | -4
N#Cc1ccsc1NC(=O)CSc1ncnc2ccccc12 | 5 | -2 | -5 | x | 1 | 0 | 111 | 0 | 3.6 | 6
Fc1ccc(C2c3[nH]c4ccccc4c3CCN2Cc2ccoc2)cc1 (centres undefined) | 3 | -4 | 11 | -4 | 0 | -2 | 104 | 3 | -0.5 | 2
O=C(CN1C(=O)C2C3c4ccccc4C(c4ccccc43)C2C1=O)N1CCOCC1 (centres undefined) | -1 | 3 | 6 | -3 | -1 | -1 | 101 | 6 | -1.1 | 8
CN[C@H]1CCc2cc(OC)c(OC)c(OC)c2-c2ccc(OC)c(=O)cc21 | -4 | 0 | -28 | -5 | 1 | 11 | 98 | -2 | 0.5 | 15
COc1ccc(N2C(=O)C3CCCN3C2c2cc(OC)c(OC)cc2OC)cc1 (centres undefined) | 4 | 5 | 3 | -5 | -2 | 0 | 104 | x | -2.2 | 5
